Compound activity (PubChem BioAssay)
AHR act – AHR activators, primary screen, cell-based, luminescence, luciferase reporter, human. AHR-responsive luciferase reporter cells. activation, % at 5 µM. AID 2796, 2010. Aryl hydrocarbon receptor (Homo sapiens), P35869. hit rate 2.5% among 320,000; in the data active = activation above about 47%;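 note: 0% = vehicle wells and 100% = reference agonist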
proCasp3 act – activators of human procaspase-3 D3A mutant, primary screen, biochemical, absorbance, PC-3 D3A mutant, single concentration. hit rate 0.11% among 330,000. recombinant procaspase-3 D3A, Ac-DEVD-pNA absorbance 405 nm. activation, % at 8.5 µM;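 active = activation above the mean of all tested compounds plus 3 SD, cut at about 21% in these data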;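 note: 0% = DMSO alone and 100% = DMSO wells spiked with extra 5 µM PC-3 D3A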
Target sequence (P42574 whole entry D9A/D28A/D175A): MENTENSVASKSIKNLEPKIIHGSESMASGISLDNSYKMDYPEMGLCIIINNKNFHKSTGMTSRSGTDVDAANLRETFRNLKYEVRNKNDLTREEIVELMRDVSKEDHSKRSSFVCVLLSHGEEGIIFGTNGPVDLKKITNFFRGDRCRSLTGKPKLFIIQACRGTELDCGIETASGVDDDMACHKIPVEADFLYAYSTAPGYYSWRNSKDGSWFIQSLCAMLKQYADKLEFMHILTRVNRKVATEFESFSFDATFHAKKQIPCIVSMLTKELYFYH
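Technique: 405 nm absorbance of p-nitroaniline, reads at 0 and 120 min; Test system: Procaspase-3 D3A mutant; Incubation: 1 h enzyme-compound preincubation, then 2 h substrate reaction, 25 °C; Repeats: singlicate, each compound tested once; Benchmarks: low control DMSO wells, high control DMSO plus 5 µM PC-3 D3A.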
Yeast superoxide – reduction of superoxide in aged yeast, primary screen, HTS. hit rate 0.18% among 330,000. AID 2690, 2010. S. cerevisiae aged cells, superoxide DHE fluorescence; active compounds read low. superoxide response (% of plate mean), % at 10 µM;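 active = superoxide response under a set limit, about three screen SD below normal, cut at about 65% in these data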;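 note: yeast aged for seven days with compound at 30 °C before DHE staining; 100% = average MFI of all compound-treated wells on the plate with controls excluded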
MEP2-GFP yeast – modulators of MEP2-GFP levels in yeast, primary screen, S. cerevisiae, multiplex flow cytometry, MLPCN library; S. cerevisiae MEP2-GFP strain, 3 h; 100% = DMSO control level; GFP response vs DMSO, % at 10 µM; hit rate 0.51% among 330,000; AID 2016, 2009;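 active = GFP response versus DMSO above a set limit, roughly screen mean plus 3 SD, cut at about 180% in these data; inconclusive = fewer than 70 cells counted for a yeast strain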;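 note: median GFP fluorescence of the barcode-gated MEP2-GFP cells per well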
RPL19A-GFP yeast – RPL19A-GFP expression modulators in yeast, primary screen, cell-based, S. cerevisiae, multiplex flow cytometry, MLPCN; S. cerevisiae RPL19A-GFP strain, 3 h; active compounds read low; percent response vs DMSO, % at 10 µM; AID 2025, 2009; hit rate 0.3% among 330,000;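 active = percent response vs DMSO below 50%; inconclusive = fewer than 70 events counted for the yeast strain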;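 note: median channel GFP fluorescence of the barcoded RPL19A-GFP strain; ratio of sample median GFP to plate DMSO average so 100% = DMSO; lower means less RPL19A-GFP as with rapamycin TOR inhibition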
proCasp7 act – procaspase-7 activators, primary screen, counter-screen for procaspase-3 activator project, biochemical, absorbance, HTS, human; Caspase-7 (Homo sapiens), P55210; recombinant procaspase-7, Ac-DEVD-pNA absorbance 405 nm; D23A/D198A/D206A triple mutant, cannot self-cleave; scale: DMSO 0, 5 µM enzyme 100; activation, % at 8.5 µM; hit rate 0.093% among 330,000; AID 463210, 2010;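 active = percent activation above the screen-wide mean plus 3 SD, cut at about 25% in these data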
Target sequence (P55210 whole entry D23A/D198A/D206A): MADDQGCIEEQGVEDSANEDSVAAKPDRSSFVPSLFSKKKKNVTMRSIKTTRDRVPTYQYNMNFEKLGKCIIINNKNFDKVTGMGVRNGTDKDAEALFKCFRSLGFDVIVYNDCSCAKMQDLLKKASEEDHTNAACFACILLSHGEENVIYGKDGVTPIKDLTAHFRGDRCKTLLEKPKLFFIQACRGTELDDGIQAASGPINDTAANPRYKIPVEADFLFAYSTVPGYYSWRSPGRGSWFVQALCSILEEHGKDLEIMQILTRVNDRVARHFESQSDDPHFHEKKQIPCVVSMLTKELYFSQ
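buffer or medium = Zinc-free HEPES/NaCl buffer, pH 7.4 | material = Procaspase-7 triple mutant (PC-7 D3A) | input = 2 µM procaspase-7 mutant as dispensed | signal = Epi-absorbance of released pNA at 405 nm, two timepoints | timing = 1 h preincubation, 2 h reaction | replicates = singlicate compound testing | evaluation = % activation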
LAP4 TOR yeast – modulators of LAP4-GFP expression in yeast, primary screen, S. cerevisiae, multiplex flow cytometry, MLPCN library. 3 h; median GFP as percent of DMSO wells. GFP response vs DMSO, % at 10 µM. hit rate 0.34% among 320,000. AID 2023, 2009;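 active = GFP response vs DMSO above a set limit, about the screen mean plus 3 SD, cut at about 150% in these data; inconclusive = under 70 cell events counted for the yeast strain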
JMJD2C inh – inhibitors of GASC-1 histone demethylase, primary screen, biochemical, fluorescence, DELFIA europium | Lysine-specific demethylase 4C (Homo sapiens), Q9H3R0 | GST-JMJD2C(1-420) H3K9me3 demethylation | inhibition, % at 2.35 µM | hit rate 0.069% among 330,000 | AID 2099, 2009;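 active = more than half of a compound's replicate wells show inhibition beyond 50%, single wells judged on their own value; inconclusive = some, but no more than half, of replicates pass 50% inhibition; inactive = no replicate passes 50% inhibition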;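 note: signal counts dimethyl H3K9 product captured on neutravidin plate; 0% = median of DMSO wells and 100% = 0.3 times that DMSO median; strong numbers were not always called active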
Target sequence (Q9H3R0 1-420 limits assumed): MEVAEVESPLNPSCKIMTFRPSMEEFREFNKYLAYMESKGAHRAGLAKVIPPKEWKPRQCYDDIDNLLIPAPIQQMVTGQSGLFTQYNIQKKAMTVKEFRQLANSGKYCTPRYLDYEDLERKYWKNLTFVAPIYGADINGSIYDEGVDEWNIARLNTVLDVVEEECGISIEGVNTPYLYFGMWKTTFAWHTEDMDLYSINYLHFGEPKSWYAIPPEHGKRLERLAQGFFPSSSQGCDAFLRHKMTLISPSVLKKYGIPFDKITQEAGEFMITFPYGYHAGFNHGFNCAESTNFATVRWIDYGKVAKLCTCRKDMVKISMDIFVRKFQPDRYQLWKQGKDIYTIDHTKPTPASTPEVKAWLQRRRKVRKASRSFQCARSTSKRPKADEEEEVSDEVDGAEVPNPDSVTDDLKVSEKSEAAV
Starred values were filed as active, the others as inactive; i = inactive; u = inconclusive; x = not tested or not shown; [ ] = another dose, or the depositor's remark. No enrichment for hits. Share with any hit: about 3.8%.

SMILES	AHR act	proCasp3 act	Yeast superoxide	MEP2-GFP yeast	RPL19A-GFP yeast	proCasp7 act	LAP4 TOR yeast	JMJD2C inh
COc1ccc(C(=O)CC(=O)C(=O)NCCc2cccc(C)c2)cc1	1	-13	86	93	100	-10	98	0
COc1cc2c(-c3ccc4c(c3)OCO4)c(-c3ccsc3)oc(=O)c2cc1OC	10	-4	108	106	101	2	117	-12
N#CC1=C2SCN(c3ccccc3)CN2C(=O)CC1c1c(Cl)cccc1Cl (stereo not given)	2	-28	83	97	93	-29	97	-26
Cc1cc(C)c(NC(=O)CSc2nnc(CNC(=O)c3c(F)cccc3Cl)o2)c(C)c1	-1	1	116	109	107	-9	103	0
O=C(O)c1ccc(N/N=C/c2ccc3ncccc3c2)cc1	2	-3	93	101	104	-7	99	-4
C=CCN1C(=O)CSC1=Nc1ccc(C(=O)O)cc1	0	7	108	100	98	12	99	-1
O=C(Nc1ccc(F)cc1)c1ccc2c(=O)n3c(nc2c1)CCCCC3	-1	8	87	101	98	-2	99	3
COc1cc(Br)cc(C=Nc2cccc(C(F)(F)F)c2)c1O	1	-1	101	88	96	2	94	3
CCOC(=O)NN1C(=O)c2ccccc2NC1(C)C	1	1	81	97	99	-5	104	26
Cc1nnsc1S(=O)c1ccccc1Cl (stereo not given)	2	0	93	94	98	0	85	-19
CC(=O)c1ccc(NC(=O)C2CCCN(c3ncnc4c3nc3n4CCCCC3)C2)cc1 (stereo not given)	4	2	107	102	104	7	111	1
COC(=O)CSc1nnc2n(C3CCCCC3)c(=O)c3c4c(sc3n12)CCCC4	-2	-10	102	99	93	4	115	16
COc1ccc([N+](=O)[O-])cc1NC(=O)C(C)OC(=O)CSC(C)C(=O)Nc1cc(C)on1 (stereo not given)	-2	-8	98	97	95	-2	105	-3
COCCN(C(=O)CNC(=O)c1ccco1)C(C(=O)NC1CCCC1)c1ccc(OC)c(OC)c1 (stereo not given)	-2	-1	76	104	101	-7	99	-3
Cc1ccc(NC(=O)CCNC(=O)c2ccccc2Cl)cc1S(=O)(=O)N1CCCCCC1	0	7	79	96	97	-4	91	-1
Cc1nc(N2CCC(C)CC2)c2c(C)c(C(=O)Nc3ccc(C)c(F)c3)sc2n1	4	-4	95	111	105	3	94	-3
CC1(C)CC(=O)C=C(NNC(=O)c2cccnc2)C1	2	11	110	105	104	-1	109	14
CCOC(=O)C1(CCc2ccccc2)CCN(C(=O)C2=C(C)OCCO2)CC1	0	8	73	102	99	7	102	6
Cn1cccc1/C=N/n1c(-c2ccco2)n[nH]c1=S	6	-3	81	90[may fluoresce red]	u	-6	u	9
Cn1c(SCC(=O)NCc2ccccc2)nnc1C1CC1	2	-5	109	103	101	11	102	24

4 compounds drawn at random from those above, as already listed:
SMILES	AHR act	proCasp3 act	Yeast superoxide	MEP2-GFP yeast	RPL19A-GFP yeast	proCasp7 act	LAP4 TOR yeast	JMJD2C inh
Cn1c(SCC(=O)NCc2ccccc2)nnc1C1CC1	2	-5	109	103	101	11	102	24
Cn1cccc1/C=N/n1c(-c2ccco2)n[nH]c1=S	6	-3	81	90[may fluoresce red]	u	-6	u	9
COc1ccc([N+](=O)[O-])cc1NC(=O)C(C)OC(=O)CSC(C)C(=O)Nc1cc(C)on1 (stereo not given)	-2	-8	98	97	95	-2	105	-3
CC1(C)CC(=O)C=C(NNC(=O)c2cccnc2)C1	2	11	110	105	104	-1	109	14

Additional records follow:
SMILES	AHR act	proCasp3 act	Yeast superoxide	MEP2-GFP yeast	RPL19A-GFP yeast	proCasp7 act	LAP4 TOR yeast	JMJD2C inh
Cc1ccc(NC(=O)C2=C(O)CCn3c2nc2ccccc23)cc1	57*	4	113	96	91	-3	106	4
CCOC(=O)N1CCN(C(=O)C2CCN(c3nnc(-n4cccc4)s3)CC2)CC1	1	10	118	99	95	8	99	-2
O=C(COC(=O)c1ccc(F)c(S(=O)(=O)N2CCOCC2)c1)NCCc1ccccc1	1	3	89	110	104	5	104	1
Cc1onc(-c2ccccc2)c1C(=O)Nc1nnc(COc2ccc(Cl)cc2)s1	3	-13	110	88	95	-18	103	-2
COc1ccc(CNC(=O)c2ccc(S(=O)(=O)NCc3ccco3)cc2)cc1	11	0	111	101	97	-2	103	x
Cc1noc(C)c1C(=O)Nc1ccc(-c2nnc3n2CCCCC3)cc1	-4	5	95	98	98	-2	96	2
O=C(NCC1CCCO1)c1ccc(COc2ccccc2Br)cc1 (stereo not given)	-6	-8	75	104	102	-3	107	-26
Cc1nn(C)cc1CNC(=O)C1C2CCC(O2)C1C(=O)O (stereo not given)	1	-13	94	112	98	6	108	0
NC(=S)Nc1ccc(F)c(F)c1F	2	-4	106	95	94	1	103	-13
COC(=O)c1ccc(C2c3c(oc4cc(C)c(C)cc4c3=O)C(=O)N2CCCN(C)C)cc1 (stereo not given)	1	0	93	100	101	-24	102	-3
Cn1c(SCC(=O)NC(=O)Cc2ccccc2)nnc1-c1ccc(F)cc1	2	9	92	116	104	-10	96	-1
CCOC(=O)C1=C(C)N=c2s/c(=C\c3ccc(OCC(=O)O)cc3)c(=O)n2C1c1ccccc1 (stereo not given)	0	-3	101	102	103	-14	90	10
CCCc1nnc(NC(=O)Cn2cnc3ccccc3c2=O)s1	4	-2	108	96	98	-2	94	-2
O=C(/C=C/c1cccs1)NCc1ccccc1	12	-3	101	96	95	4	111	8
CC(C)CCC[C@@H](C)[C@H]1CC[C@H]2[C@@H]3C(=O)C=C4C[C@@H](O)CC[C@]4(C)[C@H]3CC[C@]12C	-1	13	95	98	97	-1	97	-7
O=C(Nc1cccc(Cl)c1)c1csc(-c2ccccc2)n1	93*	9	89	112	100	-4	102	2
COc1ccccc1-c1nc(C#N)c(N2CCc3ccccc3C2)o1	22	5	102	95	93	-3	104	1
CCCc1n(CC(O)COCc2ccccc2)c2ccccc2[n+]1C (stereo not given)	1	3	101	96	96	-1	92	-5
COc1ccc(S(=O)(=O)CCC(=O)NCCc2ccc(Cl)cc2)cc1	8	-1	113	104	107	-5	106	18
CCC(C)C(NC(N)=O)C(=O)NC1CCC(C)CC1 (stereo not given)	2	2	105	106	101	3	101	15
CS(=O)(=O)N(CC(=O)Nc1ccc(S(=O)(=O)N2CCCC2)cc1)c1ccccc1F	5	7	104	101	99	10	94	14
COc1ccc(NC(=O)N(C)C[C@@H]2Oc3c(NC(=O)Nc4c(C)noc4C)cccc3C(=O)N([C@@H](C)CO)C[C@@H]2C)cc1	-1	3	79	x	x	13	x	45
CCCCCCCCC(=O)NNC(=O)c1c(O)c2ccccc2n(CC)c1=O	6	8	87	75	97	6	84	22
Cc1cc(NS(=O)(=O)c2ccc(NC(=O)NC3CCCCC3)cc2)no1	2	-6	122	105	106	-8	111	-2
N#CC1=C(N)OC2=C(C(=O)CCC2)C12CCN(C(=O)OCc1ccccc1)CC2	3	-7	94	100	98	-15	101	12
COC(=O)N/N=C/c1cn(CCOc2ccc(OC)cc2)c2ccccc12	22	5	84	108	103	2	101	-3
CC(=O)CSc1nc2cc3c(cc2cc1C#N)OCCO3	-1	-6	102	87	91	-1	91	-10
Cc1ccccc1-n1nc2c(c1NC(=O)c1cc3ccccc3o1)CS(=O)(=O)C2	3	-1	99	99	100	8	101	1
O=C(CN1CCN(Cc2ccccc2)CC1)Nc1cccc(S(=O)(=O)N2CCCCCC2)c1	0	3	103	95	95	-7	88	2
Cc1cc(Cl)ccc1OC(C)C(=O)N1CCCN(C(=O)C(C)Oc2ccc(Cl)cc2C)CC1 (stereo not given)	3	1	103	102	99	5	104	7
O=C(Cc1cccs1)N/N=C\c1ccc([N+](=O)[O-])s1	3	3	118	95	98	8	99	10
Cc1cccc(NC(=S)NNC(=O)c2csc(C)c2)c1	1	-20	95	93	93	-5	91	-2
CCCc1cc(=O)oc2cc(C)cc(OCC(=O)Nc3cccnc3)c12	116*	-1	90	86	74	-6	77	2
Cc1ccc2[nH]c(O)c(N=Nc3nc4ccccc4s3)c2c1	16	3	112	104	100	0	104	2
COc1cc(OC)cc(C(=O)OCc2cc3ccccc3[nH]c2=O)c1	5	5	98	96	98	-3	91	-2
O=C(O)CNC(=O)CC1S/C(=N/N=C2/NC(=O)CS2)NC1=O (stereo not given)	0	4	94	111	100	-6	88	-1
CC(=O)Nc1sc2c(c1C(c1ccc(F)cc1)N1CCOCC1)CCCC2 (stereo not given)	4	2	92	102	100	5	104	2
CCCCC(=O)NC1(C(F)(F)F)NC(=O)N(Cc2ccccc2)C1=O (stereo not given)	1	-2	115	102	103	3	95	8
COc1ccc(/C(C)=N/N=C2/NC(=O)CC(C(=O)O)S2)cc1 (stereo not given)	1	-2	105	95	96	11	90	i
CN(C)CCNC(=O)/C=C/c1cn(-c2ccccc2)nc1-c1cc2ccccc2oc1=O	4	-10	89	63	97	5	108	7
Cc1ccc(C(=O)c2c3ccc([N+](=O)[O-])cc3[n+]([O-])n2CCCN)cc1	8	1	97	98	98	-9	138	6
CN(CC(=O)Nc1ccc(F)c(F)c1F)C(=O)CCN1C(=O)C2CCCCC2C1=O (stereo not given)	1	2	81	101	99	7	100	-4
COc1ccc(CN2CCN(S(=O)(=O)c3ccc(F)cc3)CC2)c(OC)c1OC	-4	9	114	96	98	-5	93	-4
COc1ccc(-c2cc3cc(OC)c(OC)cc3c(C)n2)cc1	82*	-2	112	102	99	6	112	-7
COc1ccc(CC(=O)Nc2ccc3c(c2)OCO3)cc1S(=O)(=O)N1CCOCC1	2	-7	106	98	99	0	96	11
CSCC(=O)Nc1ccc(F)c(Cl)c1	1	-8	114	95	95	7	100	-3
COc1ccc2nc(N3CCC(O)CC3)c(C#N)cc2c1	26	7	98	98	95	4	103	0
O=C(NCCCN1CCOCC1)c1ccco1	6	2	93	83	99	-12	92	2
Cc1ccc(C)n1-c1cccc(C(=O)Nc2ccccc2)c1	3	-1	96	99	95	-7	109	3
CCOc1ccc(Nc2nc(Cl)nc(NCCO)n2)cc1	36	0	106	97	103	-1	94	-9
New compounds follow
SMILES	AHR act	proCasp3 act	Yeast superoxide	MEP2-GFP yeast	RPL19A-GFP yeast	proCasp7 act	LAP4 TOR yeast	JMJD2C inh
Cc1nc2c(-c3ccc(F)cc3)c(C)nn2c(C)c1CCC(=O)N1CCOCC1	1	-5	96	110	103	-4	100	7
Cc1cc(C)n2nc(C(=O)OCC(=O)NNC(=O)c3ccccc3)nc2n1	-1	8	76	95	95	4	102	9
Cc1ccc(-n2c(Cc3cccs3)nnc2SCC(=O)OC(C)C)cc1	2	-6	93	99	99	-3	98	1
Cc1oc(-c2ccc(F)cc2)cc1-c1nn2c(-c3ccoc3C)nnc2s1	37	-7	100	99	95	3	112	1
CCCCn1c(NC(=O)c2ccc(Br)o2)c(S(=O)(=O)c2ccccc2)c2nc3ccccc3nc21	-2	-6	96	103	102	-2	100	-33
